TRHR enhancer – allosterically enhances the human TRH receptor; actives 0.66% (n = 360,000); TRHR cells, fluo-8 calcium fluorescence, EC20 TRH enhancement; enhancement, % at 2 µM; P34981; in the data active = enhancement above about 30%; also: 0% is about no effect
Target sequence (P34981 whole entry, looked up): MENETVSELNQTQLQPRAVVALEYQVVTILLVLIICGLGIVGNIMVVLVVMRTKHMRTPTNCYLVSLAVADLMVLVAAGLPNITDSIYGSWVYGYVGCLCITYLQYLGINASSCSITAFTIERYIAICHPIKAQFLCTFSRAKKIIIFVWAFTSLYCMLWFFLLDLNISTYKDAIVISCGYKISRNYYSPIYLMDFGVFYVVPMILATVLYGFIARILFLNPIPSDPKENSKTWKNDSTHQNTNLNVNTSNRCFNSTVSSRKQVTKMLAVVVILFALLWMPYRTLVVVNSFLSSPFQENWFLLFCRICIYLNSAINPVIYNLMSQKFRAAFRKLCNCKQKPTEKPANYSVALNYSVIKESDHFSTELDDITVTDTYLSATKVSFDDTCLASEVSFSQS
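Enhancer read-out: after compound pinning and an initial kinetic agonist-mode read, an EC20 of TRH (10 nM final) was injected and fluo-8 calcium signal (Ex 480/Em 530) followed at 1 s/cycle for 100 cycles in TRHR-expressing cells.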
D1 ag – agonists of human D1 dopamine receptor; AID 504660; P21728; activation, % at 2 µM; actives 1% (n = 360,000); HEK293 T-REx D1 cells, calcium flux, agonist mode; also: 0% is about no effect
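Agonism was scored from calcium flux recorded over 180 s (1 read/s) after pintool compound addition, following a 10-cycle baseline. Cells were inducible force-coupled HEK293 TREx D1, plated overnight at 30 C and loaded with no-wash calcium dye.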
TRHR agonist – agonists of human TRH receptor; activation, % at 2 µM; AID 493084; P34981; TRHR cells, calcium flux fluo-8, FDSS agonist mode; actives 0.18% (n = 360,000); also: 0% is about no effect
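TRHR-expressing cells, plated overnight in medium with 10% serum, were loaded with fluo-8 calcium dye at room temperature. After a 10 s baseline, library compound was pin-added and calcium release was recorded kinetically (ex 480/em 530) as agonist response.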
RXFP1 antagonist – RXFP1 (human) relaxin receptor antagonism; Q9HBX9; HEK293-RXFP1, relaxin-stimulated cAMP HTRF, 30 min; active compounds read low; activity change, negative = inhibition, % at 57.5 µM; actives 0.59% (n = 350,000); AID 1259400;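 active = activity change of -60% or lower, but not beyond a set lower limit; inconclusive = change between -60% and -40%, or beyond the set limit; inactive = change above -40%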; also: % is scaled to controls: 0 for no effect and ±100 for the full control effect
D1 PAM – potentiators of human D1 dopamine receptor; potentiation, % at 10 µM; P21728; HEK293 TREx D1 cells, calcium flux, dopamine EC20 potentiation; actives 0.036% (n = 360,000); in the data active = potentiation above about 30%; also: 0% is about no effect
D2 PAM – positively modulates the human D2 dopamine receptor allosterically; potentiation, % at 10 µM; P14416; actives 0.34% (n = 340,000); HEK293 T-REx D2, calcium flux, EC20 dopamine potentiation;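 active = potentiation over 3 SD above the plate norm, cut at about 30% in these data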; also: 0% is about no effect
Target sequence (P14416 whole entry, looked up): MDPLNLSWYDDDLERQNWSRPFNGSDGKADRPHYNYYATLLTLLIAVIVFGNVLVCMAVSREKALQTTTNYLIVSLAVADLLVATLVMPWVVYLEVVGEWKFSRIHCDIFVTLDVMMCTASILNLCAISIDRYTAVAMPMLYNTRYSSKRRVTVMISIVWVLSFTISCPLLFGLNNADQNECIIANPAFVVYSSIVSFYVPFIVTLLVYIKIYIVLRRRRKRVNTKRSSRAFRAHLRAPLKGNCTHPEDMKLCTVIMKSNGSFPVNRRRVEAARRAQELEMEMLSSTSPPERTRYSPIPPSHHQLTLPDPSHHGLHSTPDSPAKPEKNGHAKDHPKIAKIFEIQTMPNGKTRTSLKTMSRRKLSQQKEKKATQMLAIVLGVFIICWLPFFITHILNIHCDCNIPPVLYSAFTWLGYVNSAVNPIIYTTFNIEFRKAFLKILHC
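Potentiation of an EC20 dopamine calcium response measured kinetically over 180 s, after a preceding 180 s compound-only read flagging agonists. Cells: inducible Hek293 Trex D2 line, 4000/well, cultured overnight at 30 C before dye loading.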
D2 ag – D2 dopamine receptor (human) agonism; P14416; HEK293 T-REx D2 cells, calcium flux agonist mode; activation, % at 2 µM; actives 0.53% (n = 340,000); AID 485358;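 active = activation over 3 SD above normal in the single-dose calcium agonist read, cut at about 30% in these data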; also: 0% is about no effect
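Agonism is scored from calcium flux in a force-coupled, inducible HEK293 cell line expressing D2, read kinetically for 180 s after compound addition against dopamine controls.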
D2 antagonist – antagonists of human D2 dopamine receptor; P14416; HEK293 TREx D2 cells, calcium flux, dopamine EC80; inhibition, % at 10 µM; actives 2% (n = 340,000); in the data active = inhibition above about 30%; also: 0% is about no effect
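Cells plated overnight at 30 C with tetracycline; no-wash calcium dye, 30–90 min RT; 10 s baseline; compound pinned; 180 s read; EC80 dopamine added; another 180 s read.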
D1 antag – human D1 dopamine receptor antagonism. P21728. HEK293 TREx D1 cells, calcium flux, dopamine EC80; active compounds read low. activity change, negative = inhibition, % at 10 µM. actives 3.2% (n = 360,000); in the data active = activity change below about -30%; also: % is scaled to controls: 0 for no effect and ±100 for the full control effect
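Tetracycline-induced HEK293 Trex D1 cells, force-coupled to calcium, dye-loaded; compounds added and read 180 s, then EC80 dopamine added and calcium flux tracked kinetically another 180 s.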
* marks the source's active call; other numbers are inactive results; ? = inconclusive; / = not tested or not shown. Rule as the data show it, unless noted: active = activation above about 30%; inactive = the rest.

SMILES | TRHR enhancer | D1 ag | TRHR agonist | RXFP1 antagonist | D1 PAM | D2 PAM | D2 ag | D2 antagonist | D1 antag
Cc1ccc(C)c(OCCC(=O)OCC(=O)c2ccc3c(c2)NC(=O)CO3)c1 | 8 | 13 | -0.2 | -15 | 1 | 14 | 0.2 | -1 | -16
CCN(CC(=O)Nc1ccc(NC(C)=O)cc1)C(=O)CCCc1nc2ccccc2s1 | -4 | 5 | -0.4 | 4 | 0 | -5 | -0.2 | 21 | 2
CC(NC(=O)CSc1ncccc1C(=O)O)C1CC2CCC1C2 (stereo unspecified) | -4 | 2 | 0.2 | 9 | 6 | 4 | 0.9 | 2 | 0
Cc1ccc(CNc2ccc([N+](=O)[O-])cc2C(N)=O)cc1 | 0 | 0 | -0.2 | / | -3 | -7 | -1.3 | -3 | -5
COc1ccc(S(=O)(=O)NNC(=O)c2sccc2-n2cccc2)cc1 | 3 | 6 | -1.9 | 13 | -1 | 12 | -0.6 | -8 | -7
Cc1cc(OCCn2c(C3CC(=O)N(Cc4ccc(F)cc4)C3)nc3ccccc32)ccc1Cl (stereo unspecified) | 0 | 1 | 0.5 | / | -2 | 0 | 1.4 | / | 3
COCCn1c(SCC(=O)NC(C)c2ccc(F)cc2)nc2ccccc21 (stereo unspecified) | -1 | 1 | 0.6 | -37 | -8 | 34* | -0.7 | 14 | -2
O=C1Cc2ccccc2Sc2ccc(Cl)cc21 | -4 | 3 | 0.3 | -2 | -4 | -3 | 1.0 | 6 | -8
Cc1ccc(OCc2nc(C#N)c(NCc3ccc4c(c3)OCO4)o2)cc1 | -2 | 2 | -0.4 | -6 | 5 | 11 | 0.2 | -12 | 34
O=C(Nc1ccccc1C(F)(F)F)N1CCN(c2ccc3nncn3n2)CC1 | -5 | 4 | 1.0 | -7 | 1 | / | / | / | 3
O=C(c1ccc(NS(=O)(=O)c2cccs2)cc1)N1CCN(c2ccccc2Cl)CC1 | 6 | 14 | 1.2 | 1 | -4 | 2 | 2.7 | 9 | 4
CCOc1cccc2cc(-c3nnc(NCc4ccco4)s3)c(=O)oc12 | 2 | 4 | 1.4 | 13 | -3 | 5 | 0.0 | 4 | -8
O=C(c1ccc(S(=O)(=O)N2CCCCCC2)cc1)N1CCN(c2ccccn2)CC1 | 3 | 4 | 0.0 | -13 | 1 | 1 | -0.3 | -52 | -1
Cc1ccc(-c2csc(N(CCCN(C)C)C(=O)c3ccco3)n2)cc1 | 4 | 1 | -0.1 | ? | 0 | 11 | 0.3 | -4 | -1
O=C(O)C1C2C=CC3(CN(Cc4ccncc4)C(=O)C13)O2 (stereo unspecified) | 0 | 2 | 0.9 | -12 | 0 | 2 | 0.5 | -15 | -4
CC(C)NC(=O)C(=O)N/N=C/c1ccco1 | -10 | 1 | -0.5 | -6 | 0 | -3 | -0.1 | -1 | -15
CC(=O)N1c2ccccc2C2(O)N=C(C)SC12 (stereo unspecified) | 1 | 6 | -0.3 | -6 | 1 | -6 | -0.8 | 20 | -4
CCN(CC)S(=O)(=O)c1cccc(-c2nnc(SCC(=O)NC3CCCCCC3)n2N)c1 | 3 | 1 | -0.2 | 16 | -1 | -3 | -0.8 | 10 | -5
CCCCC(CC)C(=O)Oc1ccc(O)c(C(C)(C)C)c1 (stereo unspecified) | 5 | 5 | -1.5 | -13 | -3 | / | / | / | -7
COc1ccc(-c2csc(NC(=O)CCS(=O)(=O)c3ccccc3)n2)c(OC)c1 | 7 | 1 | 0.4 | 9 | -10 | 13 | 0.8 | 12 | -10

Taken from above:
`Cc1ccc(C)c(OCCC(=O)OCC(=O)c2ccc3c(c2)NC(=O)CO3)c1` in RXFP1 antagonist: -15
`Cc1ccc(-c2csc(N(CCCN(C)C)C(=O)c3ccco3)n2)cc1` in D1 PAM: 0

More results follow.
SMILES | TRHR enhancer | D1 ag | TRHR agonist | RXFP1 antagonist | D1 PAM | D2 PAM | D2 ag | D2 antagonist | D1 antag
Cc1cc(C)cc(NC(=O)CN(C)S(=O)(=O)c2ccc3[nH]c4c(c3c2)CCCC4)c1 | -5 | 4 | 0.1 | -26 | -1 | -6 | -1.9 | / | 17
O=C(Nc1ccc(Cl)cc1Cl)Nn1cnnc1 | 6 | 5 | 0.6 | 7 | -1 | -2 | 0.7 | -9 | -3
CSc1ncc(Cl)c(C(=O)Nc2ccccc2Cl)n1 | 0 | 3 | -1.2 | / | 2 | 10 | / | / | 1
CCCNC(=O)C(Cc1ccccc1)NC(=O)c1ccccc1 (stereo unspecified) | 2 | 1 | -0.3 | / | -6 | 1 | 0.3 | 14 | 20
CCN1C(=O)CSC1=Nc1ccccc1Cl | 3 | 6 | -1.8 | -10 | 3 | 2 | -1.1 | 24 | 10
Cc1ccc(/C=N/NC(=O)Cc2ccc(O)cc2)s1 | 1 | 3 | -0.1 | -3 | 4 | 8 | 0.1 | -1 | -33*
Cc1onc(-c2ccccc2)c1C(=O)NC1CC1 | 3 | 2 | 0.3 | 27 | -3 | -4 | -0.4 | -9 | 2
COc1ccc2nc(SCC(=O)NCc3ccc(F)cc3)[nH]c2c1 | 0 | 1 | 0.0 | -10 | -3 | 11 | -1.4 | 4 | -10
O=C(c1cccc([N+](=O)[O-])c1)N1CCN(C(=O)c2ccco2)CC1 | 14 | -1 | -0.1 | -16 | 0 | 3 | -0.1 | -5 | /
CCN(CC)C(=O)c1sc2c(c1C)c(=O)n(-c1ccccc1)c(=O)n2Cc1cc(=O)n2ccccc2n1 | -1 | 1 | 0.1 | -13 | 1 | / | / | / | -1
C/C(CCC(C)C)=N\Nc1ccc(S(N)(=O)=O)cc1[N+](=O)[O-] | 13 | 1 | -1.2 | 8 | -2 | -19 | -0.9 | 9 | -24
O=C(NCCN1CCN(Cc2ccccc2)CC1)C1c2ccccc2C(=O)N2CCc3ccccc3C12 (stereo unspecified) | -3 | 0 | -0.1 | -11 | -4 | -6 | 0.1 | -18 | 12
COc1ccc(C(=O)NCC(c2ccc3c(c2)OCO3)N2CCN(c3ccc(OC)cc3)CC2)cc1 (stereo unspecified) | 19 | 0 | -0.6 | -14 | -1 | -20 | 0.3 | / | -4
O=C1/C(=C/c2cccnc2)SC(=S)N1c1ccc(F)cc1 | 2 | 1 | -0.9 | / | 3 | -2 | 0.5 | -13 | -8
Cc1ccnc(Sc2ccc([N+](=O)[O-])cn2)n1 | 0 | 3 | -0.2 | -2 | -3 | 10 | 0.2 | 21 | -15
CN1C(=O)c2ccccc2Sc2ccc(NC(=O)c3ccc(C#N)cc3)cc21 | -1 | 21 | 1.1 | -11 | -4 | 4 | 0.5 | / | -10
CN1N=C(c2ccc(F)c(F)c2)CSC1=NCc1ccccc1 | -2 | 3 | 0.6 | -13 | 2 | 9 | 1.1 | -4 | 3
O=C(CCC(=O)N1CCN(Cc2ccc(F)cc2)CC1)Nc1nnc(C(F)(F)F)s1 | 4 | 1 | 0.4 | -7 | 0 | -5 | 0.0 | -12 | 15
O=C(c1cccc(S(=O)(=O)Nc2ccccc2Cl)c1)N1CCN(c2ccccc2O)CC1 | 3 | 0 | -0.6 | -6 | -4 | 7 | -0.1 | 14 | 0
CC(=O)NCCNC(=O)CCCc1nnc2n(CCC(C)C)c(=O)c3sccc3n12 | 7 | 0 | 0.2 | 7 | -5 | 2 | 1.0 | / | 7

Some of the entries so far, with values under each structure.
Screens in order: TRHR enhancer | D1 ag | TRHR agonist | RXFP1 antagonist | D1 PAM | D2 PAM | D2 ag | D2 antagonist | D1 antag
> CSc1ncc(Cl)c(C(=O)Nc2ccccc2Cl)n1
→ 0 | 3 | -1.2 | / | 2 | 10 | / | / | 1
> CN1C(=O)c2ccccc2Sc2ccc(NC(=O)c3ccc(C#N)cc3)cc21
→ -1 | 21 | 1.1 | -11 | -4 | 4 | 0.5 | / | -10
> Cc1ccc(/C=N/NC(=O)Cc2ccc(O)cc2)s1
→ 1 | 3 | -0.1 | -3 | 4 | 8 | 0.1 | -1 | -33*

The listing continues:
SMILES | TRHR enhancer | D1 ag | TRHR agonist | RXFP1 antagonist | D1 PAM | D2 PAM | D2 ag | D2 antagonist | D1 antag
COc1cc(Cl)c(NC(=O)CCS(=O)(=O)c2ccc3c(c2)NC(=O)CO3)c(OC)c1 | 31* | -2 | 0.0 | -2 | -3 | -6 | 1.0 | / | 14
Cc1ccc2c(c1)N(CCCC(=O)NCC1COc3ccccc3O1)C(=O)CO2 (stereo unspecified) | -2 | -1 | 0.5 | -2 | -6 | -17 | 1.3 | 23 | -11
COc1ccc(-n2nc(C(=O)NCC(=O)N3CCCCCC3)c3ccccc3c2=O)cc1Cl | -5 | 0 | -0.3 | 6 | 3 | -3 | -0.2 | -15 | -4
O=[N+]([O-])c1ccc(/C=N\NS(=O)(=O)c2ccc(F)cc2)o1 | -11 | 2 | 0.7 | -6 | -2 | 12 | -0.2 | -7 | 1
CCCn1c2ccc(C)cc2c2nnc(SCCN3CCOCC3)nc21 | 8 | 0 | -0.7 | 1 | -1 | 13 | 0.2 | -27 | 7
Cc1ccc(NC(=O)N2CCN(c3cc(-c4noc(C)n4)ccc3C)CC2)c(C)c1 | -2 | 0 | 0.0 | / | 0 | -7 | 0.7 | / | 13
CCn1cc(NC(=O)Nc2ccc(OC)c(OC)c2)c(C(N)=O)n1 | -1 | 1 | 0.5 | -16 | 6 | -8 | 0.0 | -1 | -8
Cn1nnnc1SCCOc1ccc(C#N)cc1 | 7 | 1 | 0.3 | -8 | -5 | 15 | 1.1 | -18 | -12
CC(C)NC(=O)C1c2ccccc2Oc2ccccc21 | -8 | 4 | 0.2 | -5 | 2 | -5 | 1.0 | 5 | -15
COc1ccc(OC)c(C2CC(c3ccccc3)=NN2C(=S)Nc2ccccc2)c1 (stereo unspecified) | -2 | 2 | -1.1 | -5 | -9 | 0 | 1.2 | -29 | 6
CCCc1[nH]c2ccc(C#N)cc2c1CCC | -12 | 7 | 3.7 | / | -10 | 11 | 0.7 | 11 | -20
COc1ccc(C2CC(C(F)(F)F)n3nc(C(=O)O)c(Br)c3N2)cc1 (stereo unspecified) | 5 | 1 | 0.8 | -5 | 2 | 8 | -0.2 | 24 | 16
CC(C)(C)c1ccc(/C=C2\CCn3c2nc2cc(C(=O)O)ccc2c3=O)cc1 | 5 | 3 | 0.2 | 9 | 3 | 12 | 0.3 | 11 | -9
CNC(=O)COC(=O)c1cc(-c2ccccc2)nn1-c1ccccc1 | -6 | 3 | 0.2 | -12 | -7 | 0 | -0.2 | 1 | -20
CCCCN(C(=O)Cn1ncc(Cl)c(Cl)c1=O)c1c(N)n(CC(C)C)c(=O)[nH]c1=O | -7 | 0 | -0.7 | -14 | 2 | -5 | -0.3 | 9 | 10
COc1ccccc1NC(=O)Nc1nc(CC(=O)N2CCN(c3ccccc3F)CC2)cs1 | -3 | 3 | 0.2 | -40 | 0 | 3 | 0.7 | -16 | -9
CCOc1cc(C2/C(=C(\O)c3cc(C)ccc3C)C(=O)C(=O)N2CCN(C)C)ccc1O (stereo unspecified) | 5 | 3 | -1.2 | -1 | -3 | 1 | 0.5 | 0 | -7
CCOc1ccc(/C(CC)=N/NC(=O)C2(C)CC2(Br)Br)cc1 (stereo unspecified) | -1 | 1 | 0.0 | -8 | -6 | 10 | 2.2 | -9 | 3

Bioassay records deposited in PubChem BioAssay by National Center for Advancing Translational Sciences (NCATS).

An unsorted share of the library. Share with any hit: about 7.3%.
